PLCb3 inh: blocks human PLC-beta3 enzyme activity. Q01970. Purified PLC-beta3, fluorogenic substrate, fluorescence. inhibition, % at 12.2 µM. 370,000 compounds, 0.18% hits. AID 720704; in the data active = inhibition above about 11%;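 also: 0% = median of compound wells on plate and 100% = full blocker control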
Target sequence (Q01970 whole entry, looked up): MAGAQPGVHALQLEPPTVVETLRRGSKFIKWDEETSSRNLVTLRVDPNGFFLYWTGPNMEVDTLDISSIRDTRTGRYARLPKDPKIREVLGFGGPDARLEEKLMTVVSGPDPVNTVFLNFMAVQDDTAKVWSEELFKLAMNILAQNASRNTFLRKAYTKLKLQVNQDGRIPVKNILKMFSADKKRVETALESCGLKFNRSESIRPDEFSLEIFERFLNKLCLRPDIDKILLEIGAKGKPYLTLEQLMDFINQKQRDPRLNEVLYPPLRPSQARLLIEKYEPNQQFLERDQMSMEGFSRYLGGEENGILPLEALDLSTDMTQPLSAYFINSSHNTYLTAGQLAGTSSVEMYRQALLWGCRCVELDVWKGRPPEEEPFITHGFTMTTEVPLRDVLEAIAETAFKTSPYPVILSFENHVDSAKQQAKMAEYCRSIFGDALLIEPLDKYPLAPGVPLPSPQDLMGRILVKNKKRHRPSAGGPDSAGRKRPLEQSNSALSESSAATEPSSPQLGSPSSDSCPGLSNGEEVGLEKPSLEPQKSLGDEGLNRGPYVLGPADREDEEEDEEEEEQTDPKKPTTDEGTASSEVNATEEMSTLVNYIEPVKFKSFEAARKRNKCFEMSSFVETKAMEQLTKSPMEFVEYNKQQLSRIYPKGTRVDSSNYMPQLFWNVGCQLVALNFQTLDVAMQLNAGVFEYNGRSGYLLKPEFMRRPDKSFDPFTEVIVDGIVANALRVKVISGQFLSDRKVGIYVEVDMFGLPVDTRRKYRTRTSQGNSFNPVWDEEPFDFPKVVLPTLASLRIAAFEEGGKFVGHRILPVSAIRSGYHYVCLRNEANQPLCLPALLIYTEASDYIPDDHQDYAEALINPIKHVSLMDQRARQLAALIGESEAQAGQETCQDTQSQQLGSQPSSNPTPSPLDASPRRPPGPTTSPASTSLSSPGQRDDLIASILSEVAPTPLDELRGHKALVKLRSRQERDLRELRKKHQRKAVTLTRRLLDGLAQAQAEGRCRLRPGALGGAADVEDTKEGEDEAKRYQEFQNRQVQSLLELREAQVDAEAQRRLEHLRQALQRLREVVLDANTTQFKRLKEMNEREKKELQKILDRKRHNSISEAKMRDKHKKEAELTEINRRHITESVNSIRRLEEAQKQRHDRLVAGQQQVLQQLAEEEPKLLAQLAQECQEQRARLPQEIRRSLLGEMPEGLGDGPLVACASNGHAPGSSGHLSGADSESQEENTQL
ADAM17 inh: inhibits human ADAM17. P78536. recombinant ADAM17, EDANS/DABCYL FRET peptide cleavage. inhibition, % at 6.95 µM. 370,000 compounds, 0.83% hits. AID 720648;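 active = inhibition above the mean of compounds lying between control limits plus 3 SD, set per campaign, cut at about 8.5% in these data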;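 also: 0% = DMSO-only wells as the low control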
MBD2 DNA inh: inhibitors of human MBD2 binding to methylated oligonucleotide | 370,000 compounds, 0.31% hits | AID 686964 | inhibition, % at 4.4 µM | TR-FRET | Q9UBB5; in the data active = inhibition above about 13%
ASAP1 GAP inh: inhibitors of human ASAP1 ArfGAP activity; AID 624377; inhibition, % at 16.5 µM; ASAP1-stimulated ARF1 GTP hydrolysis, GDP FP detection; Q9ULH1; 360,000 compounds, 0.19% hits; in the data active = inhibition above about 25%;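 also: 0% = vehicle with enzyme and substrate and 100% = no enzyme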
KLK7 zymogen act: proKLK7 (human) activation, primary screen; purified proKLK7, EDANS-DABCYL substrate fluorescence; 100% is mature enzyme control, 0% vehicle; activation, % at 7 µM; 370,000 compounds, 0.9% hits; AID 652039;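 active = activation above the mean of all tested compounds plus 3 SD, computed per campaign excluding outliers beyond control limits, cut at about 13% in these data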
UHRF1 binding: human UHRF1 methylated DNA binding inhibitors. Q96T88. UHRF1 binding to methylated oligo, TR-FRET. inhibition, % at 4.4 µM. 370,000 compounds, 0.75% hits. AID 687016; in the data active = inhibition above about 21%;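 also: UHRF1 SRA domain binding a hemimethylated CpG hairpin DNA probe; 0% = median of test compound wells and 100% = reference inhibitor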
Tn7 DDE FP: DD(E)-Tn7 binding inhibition, primary FP screen; 370,000 compounds, 0.13% hits; inhibition, % at 8.3 µM; FP displacement of FITC-Tn7 peptide from fibrin DD(E); 0% = median of compound wells per plate; P02675; AID 720508;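 active = inhibition above the mean of compounds falling within the control limits plus 3 SD of them, cut at about 14% in these data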;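 also: 0% = plate median of compound wells and 100% = 10 µM Aha-Tn7 peptide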
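Assay system: Human fibrin DD(E) protein | Medium: Tris buffer with calcium and detergent, pH 7.8 | Reagent: 0.1 µM fluorescent Tn7 | Compound dosing: Single point at 8.3 µM | Times: 10 min preincubation, 3 h with tracer, room temperature | Detection: Fluorescence polarization of the labelled Tn7 tracer | Controls: Aha-Tn7 high control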
ARFGAP1 inh: inhibits rat ARF GTPase activating protein 1; Q62848; Arfgap1-stimulated ARF1 GTP hydrolysis, GDP FP detection; inhibition, % at 16.5 µM; 360,000 compounds, 0.26% hits; AID 651572;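 active = inhibition above a per-plate limit, mean inhibition of low control wells plus 3 SD, cut at about 25% in these data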;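 also: 0% = DMSO wells with enzyme and 100% = wells lacking Arfgap1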
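Material – truncated rat Arfgap1 GAP domain · Buffer or medium – HEPES-based buffer, pH 7.5 · Reagent – human ARF1(Δ1-17)-GTP substrate · Dosing – 16.5 µM single point, 1.26% DMSO · Schedule – GTP hydrolysis reaction 2 h at 25 °C · Technique – GDP detection by fluorescence polarization · Benchmarks – No-Arfgap1 wells (100%) versus DMSO full-reaction wells (0%) · Repeats – single replicate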
Tn6 DDE FP: inhibitors of Tn6 peptide binding to human fibrin DD(E); P02675; Fibrin DD(E) TRITC-Tn6 fluorescence polarization displacement; inhibition, % at 8.3 µM; 370,000 compounds, 0.21% hits;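 active = inhibition above a per-campaign cutoff: mean of compounds within control limits plus 3 SD, cut at about 15% in these data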;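 also: 0% = median of all compound wells on the plate and 100% = blocking peptide control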
PLCg1 inh: blocks human PLC-gamma1 enzyme activity. P19174. purified PLC-gamma1, fluorogenic substrate, fluorescence. inhibition, % at 12.2 µM. 370,000 compounds, 0.84% hits; in the data active = inhibition above about 9.5%
An asterisk follows results filed as active; i = inactive; / = not tested or not shown.

Every second line gives: ASAP1 GAP inh, ARFGAP1 inh, MBD2 DNA inh, PLCb3 inh, PLCg1 inh, ADAM17 inh, Tn7 DDE FP, KLK7 zymogen act, UHRF1 binding, Tn6 DDE FP
1) Cc1ccc(C)n1-n1cnc2sc(-c3ccccc3)cc2c1=O
→ -8, 4, 2, -3, -1, -4, -3, 0.4, -2, -11
2) CC(C)C[C@@H](CNCC(=O)[C@H](Cc1ccccc1)NC(=O)c1[nH]cnc1C(=O)N[C@H](CN)CC(C)C)NC(=O)c1nc[nH]c1C(=O)N[C@@H](CC(=O)O)C(=O)O
→ -1, 18, 2, -2, 4, -1, -6, -0.2, 6, 7
3) C=C1C(=O)C2=CC1CCC(=O)C1(C)CCC(OC(C)=O)C(C)(C)C1CC2O (stereo unspecified)
→ -1, 8, 0, 1, 4, -3, -3, 0.6, -1, -1
4) O=C(Nc1nc2nccc(-c3ccccc3)n2n1)C(Cl)(Cl)Cl
→ -6, -5, 2, i, i, i, -1, 39*, -1, 8
5) CCCCOC(=O)C1[C@H]2C(=O)N(CCc3ccccc3)C[C@]23C=C[C@H]1O3 (stereo partly specified)
→ 12, 7, 0, 0, 3, -3, 3, 0.2, 1, -4
6) O=C1CN(C(=O)c2cccc(Br)c2)c2ccccc2N1
→ 4, -4, -3, -4, 0, -1, -2, -0.1, 4, 0
7) CC1CCN(C2=C(NS(=O)(=O)c3ccc(Br)cc3)C(=O)c3ccccc3C2=O)CC1
→ 8, 24, -8, -14, -3, 0, 0, 0.4, -5, 3
8) O=C(CN1CCN(S(=O)(=O)c2ccc(F)cc2)CC1)NCc1cccs1
→ -10, -2, 6, -9, -1, -2, -1, 0.2, 2, -1
9) Cc1ccc(C(=O)Cn2nnc(-c3cccs3)n2)cc1
→ -9, -6, 4, -6, 0, -5, -4, 0.2, -3, -6
10) NCCc1nnc(SCc2c(Cl)cccc2Cl)o1
→ 8, -5, 4, -5, 0, -2, 6, -0.2, -2, 0
11) COC(=O)CN1C(=S)N(c2ccc(F)cc2)C(=O)C1CC(=O)Nc1ccccc1 (stereo unspecified)
→ 1, 13, 1, -1, 1, -3, -2, 0.7, 2, 0
12) CCOC(=O)c1c(NC(=O)C(NCCN(C)C)c2ccccc2)sc2c1CCCC2 (stereo unspecified)
→ 10, -2, 0, -8, -2, -2, -1, 0.4, 1, -2
13) CCOC(=O)Cc1csc(NC(=O)COc2ccc3c(C)cc(=O)oc3c2)n1
→ -4, 10, 5, -49, -35, -57, 2, -1.1, 19, 2
14) O=C(Nc1ccc(F)cc1)c1nsc(Cl)c1Cl
→ -11, 9, 2, 2, 0, -2, -5, -1.2, -2, 7
15) Cc1ccc(S(=O)(=O)N2CCC(C(=O)N/N=C/c3cccn3C)CC2)cc1
→ -6, 2, 8, 0, -3, -5, -3, -0.3, 4, -5
16) O=C(C1=C[C@H](C2CCCCC2)C[C@H](OCc2ccc(CO)cc2)O1)N1CCOCC1
→ 13, -4, -1, -2, -3, -1, -3, 0.3, -1, -1
17) NS(=O)(=O)c1ccc(CCNC(=O)CNC(=O)c2ccc(F)cc2)cc1
→ -12, 1, 0, -6, -1, -2, -3, -0.3, 0, 2
18) C/C=C(\C)C(=O)OC1c2c(ccc3ccc(=O)oc23)OC(C)(C)C1OC(C)=O (stereo unspecified)
→ 6, -8, 0, -15, -10, -28, 7, 0.8, 0, 5
19) Cn1c2ccc(F)cc2c2ncn(CCCN(CCO)CCO)c(=O)c21
→ 6, -5, -3, -25, -18, -78, -1, 3.5, -2, -5
20) CC(C)C[C@@H](NC(=O)C1CCC(CNC(=O)[C@H](Cc2ccccc2)NC(=O)OC(C)(C)C)CC1)C(=O)O (stereo partly specified)
→ 2, 10, -5, -2, 1, -1, 1, 0.6, -1, 4
21) Cc1ccc(N2CCN(CC(O)COc3ccccc3)CC2)cc1 (stereo unspecified)
→ -4, -4, 0, -4, 4, 2, -6, 1.0, -2, 7
22) O=C(CSc1n[nH]c(-c2ccccn2)n1)Nc1ccc(F)cc1
→ -4, -3, 0, -7, -2, -5, 0, -0.9, 1, 6
23) Cc1nc2ccc(NS(=O)(=O)c3c(F)cccc3F)cc2s1
→ -1, -8, 3, -45, -25, -5, 6, -0.4, 0, 6
24) COc1ccc(CCNC(=O)C(=O)NCC2OCCN2S(=O)(=O)c2ccc(OC)c(OC)c2)cc1 (stereo unspecified)
→ -2, 4, 6, 2, 0, -4, 4, 0.1, -1, 5
25) CCCCN(CCCC)S(=O)(=O)c1ccc2[nH]c(=O)[nH]c2c1
→ 2, -6, -8, 2, 5, 3, 2, -0.6, -1, 1
26) O=C(Nc1ccc2ccccc2c1)Nc1ccc2snnc2c1
→ 22, 18, 5, -21, -13, 2, -6, 0.3, 2, -31
27) O=C(Cc1nnc(NC(=O)Nc2ccccc2)s1)NCc1ccccc1
→ -9, 4, 9, 3, -3, -1, 1, -0.3, 5, 1
28) FC(F)(F)c1cccc(NC(=S)Nc2ccc(Cl)c(Cl)c2)c1
→ 2, 10, -3, -6, -1, 1, -7, -0.5, -2, -5
29) Cc1ccc(NCc2nnc(SCCN3CCCCC3)n2CC2CCCO2)cc1Cl (stereo unspecified)
→ 0, -1, -1, 2, 1, -5, 1, 0.4, -2, 4
30) N#Cc1cccn1-c1nccs1
→ 9, 4, -5, -4, -3, -3, -7, 0.0, 1, -6

Records above marked active in KLK7 zymogen act.
Every second line gives: ASAP1 GAP inh, ARFGAP1 inh, MBD2 DNA inh, PLCb3 inh, PLCg1 inh, ADAM17 inh, Tn7 DDE FP, KLK7 zymogen act, UHRF1 binding, Tn6 DDE FP
4) O=C(Nc1nc2nccc(-c3ccccc3)n2n1)C(Cl)(Cl)Cl
→ -6, -5, 2, i, i, i, -1, 39*, -1, 8

Structural class: the entries above with an aryl thioether with sulfur outside any ring
Every second line gives: ASAP1 GAP inh, ARFGAP1 inh, MBD2 DNA inh, PLCb3 inh, PLCg1 inh, ADAM17 inh, Tn7 DDE FP, KLK7 zymogen act, UHRF1 binding, Tn6 DDE FP
10) NCCc1nnc(SCc2c(Cl)cccc2Cl)o1
→ 8, -5, 4, -5, 0, -2, 6, -0.2, -2, 0
22) O=C(CSc1n[nH]c(-c2ccccn2)n1)Nc1ccc(F)cc1
→ -4, -3, 0, -7, -2, -5, 0, -0.9, 1, 6
29) Cc1ccc(NCc2nnc(SCCN3CCCCC3)n2CC2CCCO2)cc1Cl (stereo unspecified)
→ 0, -1, -1, 2, 1, -5, 1, 0.4, -2, 4

The listing picks up with the 6 entries that preceded the break.
Every second line gives: ASAP1 GAP inh, ARFGAP1 inh, MBD2 DNA inh, PLCb3 inh, PLCg1 inh, ADAM17 inh, Tn7 DDE FP, KLK7 zymogen act, UHRF1 binding, Tn6 DDE FP
25) CCCCN(CCCC)S(=O)(=O)c1ccc2[nH]c(=O)[nH]c2c1
→ 2, -6, -8, 2, 5, 3, 2, -0.6, -1, 1
26) O=C(Nc1ccc2ccccc2c1)Nc1ccc2snnc2c1
→ 22, 18, 5, -21, -13, 2, -6, 0.3, 2, -31
27) O=C(Cc1nnc(NC(=O)Nc2ccccc2)s1)NCc1ccccc1
→ -9, 4, 9, 3, -3, -1, 1, -0.3, 5, 1
28) FC(F)(F)c1cccc(NC(=S)Nc2ccc(Cl)c(Cl)c2)c1
→ 2, 10, -3, -6, -1, 1, -7, -0.5, -2, -5
29) Cc1ccc(NCc2nnc(SCCN3CCCCC3)n2CC2CCCO2)cc1Cl (stereo unspecified)
→ 0, -1, -1, 2, 1, -5, 1, 0.4, -2, 4
30) N#Cc1cccn1-c1nccs1
→ 9, 4, -5, -4, -3, -3, -7, 0.0, 1, -6
31) NC(=O)CN(c1ccccc1)C1SC(=O)N(Cc2ccccc2)C1=O (stereo unspecified)
→ -14, -4, 1, 2, 0, -1, 10, -0.2, -3, 3
32) C=CCOc1ccccc1CN1CCCN(C)CC1
→ 9, -6, 1, -5, -4, -2, -4, -0.2, 4, -1
33) O=C(NCCCN1CCc2ccccc2C1)C1CCN(S(=O)(=O)N2CCC3(CC2)OCCO3)CC1
→ -3, 2, 7, -1, 2, -4, -5, -0.3, 0, -2
34) O=C(Nc1ccc(F)cc1F)NC1CC(=O)N(Cc2ccccc2)C1 (stereo unspecified)
→ -10, -6, 1, 1, 2, -1, -3, -0.6, -2, 0
35) O=C(Nc1cccc(Cl)c1)Nc1cccc(C(=O)O)c1
→ 3, 1, 2, -8, 2, -1, -7, 0.1, 0, -5
36) CCOc1ccc(S(=O)(=O)N2CCC(C(=O)Nc3ccccc3N3CCCC3)CC2)cc1
→ -8, 6, 4, 5, 3, 8, -9, 0.2, 3, 5
37) CC(OC(=O)c1ccc(S(=O)(=O)N2CCOCC2)cc1)c1ccccc1 (stereo unspecified)
→ 1, -12, 5, 3, 5, -2, 9, 0.5, 2, 5
38) CC(C)(C)c1ccc(-c2nnc3n2N=C(c2ccc(-c4ccccc4)cc2)CS3)cc1
→ /, /, -6, 2, -1, 2, 7, 0.8, -4, 3
39) COc1ccccc1OCC(=O)Nc1ccccc1C(=O)NCc1cccnc1
→ 1, 4, -3, -8, -1, 0, 5, -0.3, -1, 5
40) CC(=O)c1ccc(NC(=O)c2ccc(N3C(=O)c4cccnc4C3=O)cc2)cc1
→ -9, 0, 1, -7, -2, -2, 6, 0.0, 0, -1
41) Cc1cc(OC(=O)c2cc(C(F)(F)F)cc(C(F)(F)F)c2)c([N+](=O)[O-])c(=O)[nH]1
→ 10, -7, 2, 2, 2, 1, -11, 0.4, 0, 1
42) O=C(c1cccc(S(=O)(=O)Nc2ccccc2Cl)c1)N1CCCCCC1
→ -15, 4, 2, -4, 1, -2, 7, 0.3, 1, 0
43) Cc1ccc(NC(=O)CSCC(=O)O)cc1
→ 4, 7, -1, -4, 3, -2, 13, -0.3, -1, -1
44) CCCn1c(/C=C/c2cc[n+](C)cc2)nc2ccccc21
→ 5, -3, -1, i, i, -110, 12, 50*, -5, 4
45) O=C(/C=C/c1ccc([N+](=O)[O-])cc1)NCc1ccc2c(c1)OCO2
→ 11, 16, 4, 2, 2, -5, 3, -0.1, 1, -2
46) O=C(/C=C/c1nc2ccccc2s1)N1CCCCCC1
→ 7, -7, 0, -13, -9, -11, -1, -0.3, -1, 2
47) CC(C)c1cccc(C(C)C)c1NC(=S)Nc1cccc(Cl)c1
→ 16, 0, 0, -6, 2, 2, -7, -0.5, 0, 1
48) O=C(Nc1ncccn1)c1ccc(Cl)c([N+](=O)[O-])c1
→ -3, 0, -3, -3, -2, -5, 3, -0.3, -1, -2
49) COc1ccc(CNC(=O)N2CCN(c3ccc(F)cc3)CC2)cc1Cl
→ 2, 22, 0, -3, 0, 0, 1, 0.7, 1, -5
50) CC(C)(C)c1ccc(NC(=O)NCc2ccco2)cc1
→ 1, -15, 0, 4, 1, -2, 6, 0.0, -1, 1
51) CN(CC(=O)Nc1ccc(F)cc1)C(=O)c1ccc(OCc2ccccc2)cc1
→ 4, 11, 1, -3, -4, -2, -5, 0.2, 1, -5
52) CCCCOC(=O)c1ccc(NC(=O)C(=O)NCC2CCCO2)cc1 (stereo unspecified)
→ -17, 7, 1, 0, 4, 0, -1, 0.6, 4, 1
